Source: PubChem (several laboratories)
CHT PAM = allosterically activates the human high affinity choline transporter. CHT-expressing cells, membrane potential dye, choline EC20; active compounds read high; LV-AA mutant CHT in HEK293 cells. 310,000 compounds, 0.49% hits. AID 488977. B-score at 10 µM;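 active = initial fluorescence not abnormally high and integrated response B-score, plate-corrected, over 3 SD above library mean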
Target sequence (Q9GZV3 whole entry, looked up): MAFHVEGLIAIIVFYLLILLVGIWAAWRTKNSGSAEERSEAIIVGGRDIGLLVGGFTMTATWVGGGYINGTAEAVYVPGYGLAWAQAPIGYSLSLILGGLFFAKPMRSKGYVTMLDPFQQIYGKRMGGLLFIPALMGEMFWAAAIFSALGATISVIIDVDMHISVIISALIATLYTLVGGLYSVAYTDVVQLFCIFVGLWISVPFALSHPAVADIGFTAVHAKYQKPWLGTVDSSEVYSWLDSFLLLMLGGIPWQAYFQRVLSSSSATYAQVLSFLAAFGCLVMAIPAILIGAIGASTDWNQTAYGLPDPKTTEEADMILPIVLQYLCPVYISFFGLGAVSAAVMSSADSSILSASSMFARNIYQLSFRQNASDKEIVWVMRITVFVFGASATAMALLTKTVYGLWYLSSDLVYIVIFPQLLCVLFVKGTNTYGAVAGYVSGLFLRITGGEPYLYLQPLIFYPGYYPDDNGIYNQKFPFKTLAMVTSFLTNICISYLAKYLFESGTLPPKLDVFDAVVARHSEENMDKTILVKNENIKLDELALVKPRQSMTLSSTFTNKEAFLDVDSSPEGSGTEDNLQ
OX1R antag-1 = human HCRTR1 antagonism | CHO/OX1R cells, Fluo-8 calcium fluorescence, orexin A | 330,000 compounds, 0.43% hits | AID 434989 | inhibition, % at 5 µM;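 active = inhibition above its plate's threshold, mean inhibition of all tested compounds on the plate plus 3 SD, cut at about 37% in these data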;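 also: 0% = orexin A challenge wells and 100% = SB-334867-A antagonist wells; not every result past the cut was called active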
Target sequence (O43613 whole entry, looked up): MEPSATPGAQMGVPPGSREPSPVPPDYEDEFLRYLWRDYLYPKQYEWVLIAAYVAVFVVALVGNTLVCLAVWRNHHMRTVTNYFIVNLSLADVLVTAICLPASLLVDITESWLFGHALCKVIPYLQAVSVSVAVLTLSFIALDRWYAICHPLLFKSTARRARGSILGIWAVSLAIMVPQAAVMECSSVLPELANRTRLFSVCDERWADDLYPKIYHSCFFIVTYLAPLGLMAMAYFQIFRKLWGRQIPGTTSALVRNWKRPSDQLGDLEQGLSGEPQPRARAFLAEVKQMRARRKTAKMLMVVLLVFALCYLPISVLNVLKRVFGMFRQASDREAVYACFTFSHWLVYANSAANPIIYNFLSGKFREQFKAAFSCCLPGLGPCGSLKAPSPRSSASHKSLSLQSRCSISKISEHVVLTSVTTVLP
OX1R antag-2 = OX1R (human) antagonism | OX1R-expressing cells, FRET antagonist read-out | inhibition, % at 6.6 µM | 330,000 compounds, 1.8% hits | AID 485270; in the data active = inhibition mostly above about 38%, no sharp cut-off; inactive = mostly below about 40%;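 also: 0% = agonist challenge alone and 100% = reference antagonist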
* = called active by the depositor; i = inactive; / = no result given.

Below each SMILES – CHT PAM, OX1R antag-1, OX1R antag-2
> O=c1[nH]c(=O)n(Cc2ccco2)c(O)c1C=NCc1cccs1
    i, -21, -2
> COC(=O)C1=C(c2ccccc2OCc2ccccc2)C[C@@H]2CC[C@H]1N2C(=O)NCc1cccc(C(F)(F)F)c1
    /, 61*, 23
> CCC(C)n1c(O)c(C=NC(C)c2ccccc2)c(=O)[nH]c1=S (stereo unspecified)
    i, -42, 2
> CCC1(OC(=O)CN)C(=O)OCc2c1cc1n(c2=O)Cc2cc3ccccc3nc2-1 (stereo unspecified)
    i, -8, 56*
> CC(C)Cc1[nH]c(=O)c(C#N)c2c1CCC2
    i, -1, 16
> COC(=O)C1=Nc2ccccc2/C1=C\c1c(O)n(-c2ccc(Br)cc2)c(=O)[nH]c1=O
    i, -16, 27
> CCCCCn1c(=O)c(C(=O)Nc2ncccc2C)c(O)c2ccccc21
    i, -8, 5
> CCN1c2nc3ccccn3c(=O)c2CC2(C(=O)N(C)C(=O)N(C)C2=O)C1C (stereo unspecified)
    i, 5, 11
> Cc1ccc(C)c(-n2c(C)nc3ccccc3c2=O)c1
    i, -14, 2
> COC(=O)C1=C(c2ccc(F)cc2F)C[C@@H]2CC[C@H]1N2C(=O)NCC1CC1
    /, -7, -1
> CCOc1cccc(N2C(=O)/C(=C/c3ccco3)C(=O)NC2=S)c1
    i, -4, 10
> CN1CCN(Cc2cc3c(cc2[N+](=O)[O-])OCO3)CC1
    i, -13, 31
> CCCCn1c(O)c(C=NCCCN(CC)CC)c(=O)[nH]c1=O
    i, -7, 6
> Cc1cccc(N2C(=O)NC(=O)C3(Cc4cc(C)ccc4N(C)C3)C2=O)c1 (stereo unspecified)
    i, -28, 10
> N=Cc1c(O)n(-c2cccc(Cl)c2)c(=O)[nH]c1=O
    i, -8, 7
> CN(C)C(=O)Oc1ccc(C(=O)c2ccccc2)cc1
    i, -10, 5
> C[Se]C[C@@H](N)C(=O)O
    i, -4, 3
> Cc1cc(/C=C2\C(=O)NC(=O)N(c3ccc(Cl)cc3)C2=O)c(C)n1-c1sc2c(c1C#N)CCCC2
    i, -1, 8
> CCOC(=O)C1=CC(=C2C(=O)N(CC)C(=S)N(CC)C2=O)c2ccccc2O1
    i, 13, 54
> O=c1c2ccccc2nc(/C=C/c2ccc(O)c(O)c2)n1-c1ccccc1
    i, -6, 18
> CC1(C)NCCN2C(=O)CSC21 (stereo unspecified)
    i, -16, 11
> CN1C(=O)C(=Cc2ccc(OCCN(C)c3ccccn3)cc2)C(=O)N(C)C1=O
    i, -9, 15
> COc1ccc(CN2CCCC(C(=O)c3cccc(Cl)c3)C2)cc1 (stereo unspecified)
    i, -32, -8
> CNS(=O)(=O)c1ccc(N=Cc2c(O)n(-c3ccccc3)c(=O)[nH]c2=O)cc1
    i, 1, 41
> Cc1ccc(C)c(OCc2cc(C(=O)N3C[C@H]4C[C@@H](C3)c3cccc(=O)n3C4)no2)c1
    i, -8, 21
> O=C(c1cc([N+](=O)[O-])ccc1N1CCNCC1)N1CCOCC1
    i, 11, 23
> Oc1cc2c(cc1CN1CCN(c3ccccc3)CC1)CCC2
    i, -25, 12
> COc1ccc(Br)cc1CNCCc1cccc(Cl)c1
    i, -10, 16
> CN1CCN(c2ccc([N+](=O)[O-])c(N3CCCCC3)c2)CC1
    i, -9, 24
> COc1ccc(NC(=O)CN2C3CCC2CC(O)(c2cccnc2)C3)cc1OC (stereo unspecified)
    i, -9, 12
> Cc1cccc(N2C(=O)NC(=O)/C(=C\c3cnc(-c4ccccc4)nc3)C2=O)c1
    i, -5, 5
> CCOP(=S)(NN(Cc1ccccc1)C(=O)c1ccccc1)OCC
    i, -15, 21
> CCn1c(=O)n(CC(=O)N2CCC3(CC2)OCCO3)c(=O)c2ccccc21
    i, -12, 11
> COP(=O)(OC)C(NS(=O)(=O)c1ccccc1)C(Cl)(Cl)Cl (stereo unspecified)
    i, -8, 9
> CCCn1nc2ccccc2c1P(=O)(N1CCOCC1)N1CCOCC1
    i, -20, 11
> CN1CCN(c2ccc(N)cc2)CC1
    i, -17, 19
> COc1ccc(C)cc1NC(=O)c1c(C)nn(Cc2ccccc2)c1Cl
    i, -29, 8
> CCN(CC)C(=O)c1ccc(NC(=O)c2cn(-c3ccccc3)nc2-c2ccc(OC)cc2)cc1
    i, -27, 5
> Cc1cc(C=C2C(=O)N(C)C(=S)N(C)C2=O)c(C)n1C1CCCC1
    i, -19, 7
> Cc1nn(Cc2ccccc2Cl)c(Cl)c1C(=O)OC(C(=O)NC(N)=O)C(C)C (stereo unspecified)
    i, -27, 3
> Cc1cc(C(=O)NP(=O)(N2CCOCC2)N2CCOCC2)c(C)n1C1CC1
    i, -11, 2
> COc1ccc(F)cc1C(=O)C1CCCN(Cc2ccc(O)cc2)C1 (stereo unspecified)
    i, -16, 4
> Clc1ccc(N2CCN(Cc3ccccc3Cl)CC2)cc1
    i, -15, -2
> CCC(=O)CC(c1ccccc1)c1c(O)c2ccccc2sc1=O (stereo unspecified)
    i, 5, 17
> CCc1ccccc1N1C(=O)NC(=O)/C(=C\c2cc(C)n(C)c2C)C1=O
    i, -8, 4
> O=C1CC(C(=O)N2CCC3(CC2)OCCO3)CN1CCc1ccccc1 (stereo unspecified)
    i, 3, -1
> COC(=O)C(C)NC(=S)N1CC2C[C@@H](C1)Cn1c2cccc1=O (stereo partly specified)
    i, -7, 10
> COc1ccc(CNCCc2ccccc2F)c(OC)c1C
    i, -37, 0
> CCCOc1ccccc1NP(=O)(Oc1ccccc1)Oc1ccccc1
    i, -28, 14
> CCNC(=O)NC(=O)C(C)OC(=O)c1c(C)nn(Cc2ccccc2Cl)c1Cl (stereo unspecified)
    i, -12, 12
> O=c1c2ccccc2nc(-c2ccccc2)n1-c1cccnc1
    i, -23, 8
> Cc1nc2ccccc2n1C1CCN(Cc2nnnn2CCc2ccccc2)CC1
    i, -37, 6
> CCN1CCN(c2nc3ccccc3s2)CC1
    i, -9, 6
> O=c1c2ccccc2nc(CN2CCOCC2)n1-c1ccccc1F
    i, -25, 1
> O=C(Nc1ccccc1)OC1CN=C(N[N+](=O)[O-])NC1 (stereo unspecified)
    i, -13, 13
> CC(Cc1cccs1)NCc1ccccc1 (stereo unspecified)
    i, -8, 12
> Cc1cccc(N2C(=O)NC(=O)/C(=C\c3cc(C)n(-c4sc5c(c4C#N)CCCC5)c3C)C2=O)c1C
    i, -15, 9
> CCOC(=O)C1=C(N)OC2=C(C(=O)CCC2)[C@]12C(=O)N(CC(N)=O)c1ccccc12
    i, 7, 2
> C=CCn1c(O)c(C(CC)=NCCc2ccccc2)c(=O)[nH]c1=O
    i, -31, 19
> O=C(C1c2ccccc2C(=O)N2CCc3ccccc3C12)N1CCC2(CC1)OCCO2 (stereo unspecified)
    i, -16, 5

(next part)
Below each SMILES – CHT PAM, OX1R antag-1, OX1R antag-2
> CSc1ccc(C(=O)C(C)(C)N2CCOCC2)cc1
    i, -26, 19
> NP(=O)(Oc1ccc(Cl)cc1)Oc1ccc(Cl)cc1
    i, -15, 3
> O=C(c1ccc2c(c1)N(Cc1ccccc1)CCS2)N1CCC2(CC1)OCCO2
    i, -42, 4
> CC1=NN(Cc2c[nH]c3ccccc23)C(C)(C)C1
    i, 25, 4
> C=CCn1c(O)c(C(C)=O)c(=O)[nH]c1=O (tested in a mixture with another compound)
    i, -4, 20
> COc1cccc(-n2c(/C=C/c3ccc(O)c(O)c3)nc3ccccc3c2=O)c1
    i, -10, 21
> O=C(COc1ccc2ccccc2c1)N1CCN(Cc2ccncc2)CC1
    i, -10, 14
> Cc1nc2c(c(=O)[nH]1)C(c1ccc([N+](=O)[O-])cc1)c1c(c3ccccc3oc1=O)O2 (stereo unspecified)
    i, -3, 9
> NC(=O)Cn1cc(C(=O)c2ccccc2)c2ccccc21
    i, -24, -3
> CC1C(c2cccs2)=[N+]([O-])C(C)(C(=O)c2ccc(F)cc2)N1O (stereo unspecified)
    i, 8, 2
> COC(=O)C1=C(c2ccc(OC)c(OC)c2)C[C@@H]2CC[C@H]1N2C(=O)NCCNC(C)=O
    /, 7, 2
> COc1ccc(CC(=O)Nc2ccc3c(C(F)(F)F)cc(=O)oc3c2)cc1OC
    i, -17, 6
> O=C(Cn1ncc2c3ccccc3n(Cc3cccc(Cl)c3)c2c1=O)N1CCC2(CC1)OCCO2
    i, -27, 15
> Cc1cc(/C=C2\C(=O)NC(=O)N(c3ccccc3F)C2=O)c(C)n1-c1cc(C(=O)O)cc(C(=O)O)c1
    i, -2, -2
> O=C(c1ccc(C(F)(F)F)cc1)C1CCCN(Cc2ccc(CO)o2)C1 (stereo unspecified)
    i, -20, 30
> CC(C)N1CC=C(c2c[nH]c3ccccc23)CC1
    i, -21, 27
> COc1cccc(CNCCc2c[nH]c3ccccc23)c1
    i, -25, 18
> CCOC(=O)c1cncn1C(C)c1ccccc1 (stereo unspecified)
    i, 3, 19
> CCOC(=O)C1=C(N)OC(C)=C(C(=O)OCCOC)C12C(=O)Nc1ccccc12 (stereo unspecified)
    i, -27, 21
> O=[N+]([O-])c1cc(S(=O)(=O)c2ccc(O)c([N+](=O)[O-])c2)ccc1O
    i, 5, 20

One compound at a time, as listed above. Values in the order: CHT PAM | OX1R antag-1 | OX1R antag-2
`CC(C)N1CC=C(c2c[nH]c3ccccc23)CC1` in the list: i | -21 | 27
`O=[N+]([O-])c1cc(S(=O)(=O)c2ccc(O)c([N+](=O)[O-])c2)ccc1O` in the list: i | 5 | 20

Following part:
Below each SMILES – CHT PAM, OX1R antag-1, OX1R antag-2
> CN(C)/C=C(\C=[N+](C)C)c1[nH]ncc1[N+](=O)[O-]
    i, -2, 10
> O=C(C1CCCN(S(=O)(=O)c2cccc3nsnc23)C1)N1CCC2(CC1)OCCO2 (stereo unspecified)
    i, -14, 41*
> O=c1c2ccccc2[se]n1-c1ccccc1
    i, 23, 9
> CC12CN3CCN(CC(C3)/C1=N/NC(N)=O)C2
    i, -2, 21
> CC1CCC(NCC(O)c2ccccc2)CC1 (stereo unspecified)
    i, -19, 2
> COC(=O)C1=C(c2ccc(F)cc2OCc2ccccc2)C[C@@H]2CC[C@H]1N2C(=O)NCc1cccc(C(F)(F)F)c1
    /, 25, 22
> O=C1NC(=S)NC(=O)C12C(c1ccccc1)NC(=S)NC2c1ccccc1 (stereo unspecified)
    i, -10, 3
> CCc1ccccc1NC(=O)CN1CCN(C(=O)COc2ccccc2C#N)CC1
    /, -21, 7
> C[N+]1(CCC(C(N)=O)(c2ccccc2)c2ccccc2)CCCCC1
    i, -14, 10
> CN1C[C@H](CO)C[C@@H]2c3cccc4[nH]cc(c34)C[C@H]21
    i, -11, 2
> O=C1C2(c3ccccc3)CN3CN(C2)CC1(c1ccccc1)C3
    i, -19, 2
> CC1(C)CSC(Nc2ccc(F)c(Cl)c2)=N1
    i, -28, 17
> O=C(c1ccccc1F)c1cn(Cc2ccccc2)c2ccccc12
    i, 0, 3
> COC(=O)C1=C(c2ccc(-c3ccccc3)c(F)c2)C[C@@H]2CC[C@H]1N2C(=O)NCCc1ccccc1
    /, -9, 0
> CNCC(C)c1ccccc1 (stereo unspecified)
    i, -14, 2
> CC(=O)N(C1=NCCCS1)c1ccccc1Cl
    i, -12, 6
> Cc1cc(C)c2c(ccc3cccc[n+]32)c1
    6.3*, 1, 5
> c1ccc2cc(C3N4CCCN34)ccc2c1 (stereo unspecified)
    i, -27, 18
> COC(=O)C1=C(c2ccccc2)C[C@@H]2CC[C@H]1N2C(=O)NCCO
    i, -11, 29
> O=C(Nc1ccc(Cl)cc1)N1CC2CC(C1)c1cccc(=O)n1C2 (stereo unspecified)
    i, 8, 9
> CSc1ncc(/C=C2/C(=O)NC(=O)N(C3CCCCC3)C2=O)cn1
    i, -9, 20
> CC(C)[N+]12CCC(CC1)C(C(O)(c1ccccc1)c1ccccc1)C2 (stereo unspecified)
    i, -12, 5
> COc1ccc(S(=O)(=O)NC(CC(=O)N2CCC3(CC2)OCCO3)c2ccco2)cc1 (stereo unspecified)
    i, -2, 2
> CC(=O)Cc1ccc(OC(C)C)cc1
    i, -9, 9
> O=[N+]([O-])c1ccc(N2CCCC2)c(F)c1Br
    i, -8, 26
> NC(C(=O)O)c1cc(=O)[nH]o1 (stereo unspecified)
    i, 11, 9
> O=C(c1ccc2c(c1)N(Cc1ccc(F)cc1)CCS2)N1CCC2(CC1)OCCO2
    i, -29, 21

In another format: entries from further up
structure	CHT PAM	OX1R antag-1	OX1R antag-2
O=C1C2(c3ccccc3)CN3CN(C2)CC1(c1ccccc1)C3	i	-19	2
CC1(C)CSC(Nc2ccc(F)c(Cl)c2)=N1	i	-28	17
O=C(c1ccccc1F)c1cn(Cc2ccccc2)c2ccccc12	i	0	3
COC(=O)C1=C(c2ccc(-c3ccccc3)c(F)c2)C[C@@H]2CC[C@H]1N2C(=O)NCCc1ccccc1	/	-9	0
CNCC(C)c1ccccc1 (stereo unspecified)	i	-14	2
CC(=O)N(C1=NCCCS1)c1ccccc1Cl	i	-12	6
Cc1cc(C)c2c(ccc3cccc[n+]32)c1	6.3*	1	5
c1ccc2cc(C3N4CCCN34)ccc2c1 (stereo unspecified)	i	-27	18
COC(=O)C1=C(c2ccccc2)C[C@@H]2CC[C@H]1N2C(=O)NCCO	i	-11	29
O=C(Nc1ccc(Cl)cc1)N1CC2CC(C1)c1cccc(=O)n1C2 (stereo unspecified)	i	8	9
CSc1ncc(/C=C2/C(=O)NC(=O)N(C3CCCCC3)C2=O)cn1	i	-9	20
CC(C)[N+]12CCC(CC1)C(C(O)(c1ccccc1)c1ccccc1)C2 (stereo unspecified)	i	-12	5
COc1ccc(S(=O)(=O)NC(CC(=O)N2CCC3(CC2)OCCO3)c2ccco2)cc1 (stereo unspecified)	i	-2	2
CC(=O)Cc1ccc(OC(C)C)cc1	i	-9	9

Only part of the results is shown; rates above refer to the full screens.
